GPR55 beta-arrestin = GPR55 agonists via beta-arrestin recruitment, primary screen, imaging, U2OS cells, beta-arrestin-GFP redistribution (AID 1961). U2OS GPR55 beta-arrestin-GFP redistribution imaging; higher % means a stronger effect. activation, % at 10 µM; hits with a dose series show EC50 in µM. actives 0.048% (n = 290,000);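 active = activation above 40% with more than 50 cells counted in the well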;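 note: U2OS osteosarcoma cells stably expressing GPR55 and beta-arrestin-GFP; plate controls were DMSO negative control for no effect and LPI positive control for full effect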
KOR beta-arrestin-1 = KOR agonists, beta-arrestin recruitment, primary screen, cell-based, luminescence, uHTS (AID 1777). KOR beta-arrestin recruitment, luminescence; higher % means a stronger effect. actives 0.02% (n = 280,000). activation, % at 10 µM; hits with a dose series show EC50 in µM; in the data active = activation above about 50%, passing the limit was not always enough; note: a part of the inactive calls stands beside numbers as strong as those of hits
HIV fusion peptide = inhibitors of HIV fusion peptide binding, primary screen, biochemical, uHTS, fluorescence dequenching (AID 1986) | cell-free peptide binding, fluorescence dequenching, 30 min; higher % means a stronger effect | one-dose inhibition, % at 20 µM; IC50 in µM for titrated hits | actives 0.3% (n = 290,000); in the data active = inhibition mostly above about 52%, no sharp cut-off; inactive = mostly below about 76%; note: some results filed as inactive read as strong as hits
AID2073 = inhibitors of Mint1-CaV2.2 protein interaction, biochemical, HTRF (AID 2073). HTRF protein-protein interaction, Mint1-CaV2.2; higher % means a stronger effect. actives 0.19% (n = 290,000). inhibition, % at 20 µM, or IC50 in µM where a hit was titrated; in the data active = inhibition mostly above about 51%, no sharp cut-off; note: some results filed as inactive read as strong as hits
GPR55 antagonists = inhibition of LPI-stimulated GPR55 beta-arrestin translocation – imaging, U2OS, beta-arrestin-GFP, LPI agonist, primary screen (AID 2013) | U2OS GPR55 beta-arrestin-GFP translocation imaging, LPI antagonism; higher % means a stronger effect | inhibition, % at 10 µM, or IC50 in µM where a hit was titrated | actives 0.13% (n = 290,000);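 active = spots per cell inhibited over 60%, with over 100 cells counted and total cytoplasm intensity under 500,000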;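 note: U2OS cells stably carrying GPR55 and arrestin-GFP stimulated by 5 µM LPI near EC80; imaged beta-arrestin-GFP aggregate spots per cell after agonist stimulation; plate controls were LPI-stimulated DMSO wells for no effect and DMSO wells without LPI for full effect; some results filed as inactive read as strong as hits; confirmed hits need IC50 under 10 µM and bright autofluorescent wells are also inconclusive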
GPR35 antagonists = GPR35 antagonists blocking zaprinast-driven arrestin recruitment, primary screen, imaging, U2OS, beta-arrestin-GFP, zaprinast agonist (AID 2058) | U2OS GPR35 beta-arrestin-GFP translocation imaging, zaprinast antagonism; higher % means a stronger effect | one-dose inhibition, % at 10 µM; IC50 in µM for titrated hits | actives 0.052% (n = 290,000);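 active = inhibition of at least 50% with at least 30 cells and total cytoplasm GFP at most 10,000,000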
KOR beta-arrestin-2 = kappa opioid receptor blockers – cell-based, luminescence, uHTS (AID 1778). actives 0.091% (n = 290,000). KOR beta-arrestin recruitment, luminescence, antagonist mode; higher % means a stronger effect. one-dose inhibition, % at 10 µM; IC50 in µM for titrated hits; in the data active = inhibition above about 50%; note: strong numbers were not always called active
NOD1 NF-kB reporter = inhibition of NOD1-driven NF-kB reporter – cell-based, luminescence, uHTS, primary screen (AID 1578); one-dose inhibition, % at 4 µM; EC50 in µM for titrated hits; actives 1% (n = 290,000); NOD1-driven NF-kB luciferase reporter cells, luminescence; higher % means a stronger effect; in the data active = inhibition mostly above about 36%, no sharp cut-off; inactive = mostly below about 34%;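 note: HEK-293T reporter cells stimulated with the NOD1 agonist gamma-tri-DAP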
Siah-1 displacement = Siah-1 peptide-binding antagonists, primary screen, biochemical, fluorescence polarization, rhodamine-plectin, uHTS (AID 1817); Siah-1 / rhodamine-plectin peptide fluorescence polarization; higher % means a stronger effect; one-dose displacement, % at 20 µM; IC50 in µM for titrated hits; actives 0.02% (n = 290,000);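 active = displacement of at least 50% at 20 µM, with a fluorescence ratio check between 0.3 and a set limit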;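 note: plate controls were Siah plus tracer with DMSO for no effect and tracer alone without Siah for full effect; strong numbers were not always called active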
Starred values were filed as active, the others as inactive; . = no result given; [ ] = dose if it differs, or a comment. These rows are one share of the data; the hit share may differ from the screen's.

SMILES | GPR55 beta-arrestin | KOR beta-arrestin-1 | HIV fusion peptide | AID2073 | GPR55 antagonists | GPR35 antagonists | KOR beta-arrestin-2 | NOD1 NF-kB reporter | Siah-1 displacement
C=C(C)COc1ccc(-c2[nH]ncc2-c2ccc(OC)cc2)c(O)c1 | -0.3% | 1.6% | -1.4% | 1% | 1% | 31% | -35% | -3% | -3%
CN1CCN(S(=O)(=O)c2cccc3nsnc23)CC1 | 0.0% | 3.2% | -1.8% | -1% | 5% | 3% | -12% | -40% | -1%
COc1ccc(-n2nc(C(=O)NCC(=O)NC3CCCC(C)C3C)c3ccccc3c2=O)cc1 (configuration not stated) | -0.2% | -3.4% | 1.4% | 18% | -3% | 4% | -3% | -42% | 0%
Cc1ccc(SCc2cc(=O)[nH]c(Nc3nc(C)c4ccc(C)cc4n3)n2)cc1 | -0.3% | 2.6% | -0.1% | 19% | 14% | 0% | 6% | -10% | 7%
COc1cc(SC#N)ccc1N=Cc1c(C)[nH]n(-c2ccc(C)cc2C)c1=O | -0.4% | -1.5% | -2.3% | -28% | 13% | -6% | -3% | 24% | -3%
Cc1ccc(-n2c(SCC(=O)N3CCCC3)nc3c(c2=O)SCC3)cc1 | 0.5% | -0.3% | 0.4% | -4% | 14% | 0% | -9% | . | 0%
NS(=O)(=O)c1ccc(CCNC(=O)CCCCCNc2nc(=S)[nH]c3ccccc23)cc1 | -0.2% | -0.2% | 3.6% | -13% | 2% | -8% | 23% | -15% | 2%
O=C(c1ccccc1-c1ccccc1)N1CCCC1 | 0.6% | -1.5% | 0.2% | 47% | 6% | -8% | 31% | -22% | 1%
CCOC(=O)c1c(NC(C)=O)sc2c(OC(C)=O)cccc12 | -0.2% | -0.7% | 0.3% | 2% | 2% | 2% | -5% | -16% | 2%
CN(C)c1nnnn1Cc1ccccc1 | -0.1% | -3.2% | -1.1% | 2% | -4% | -2% | -14% | -21% | 0%
O=C(NCCn1cc(SCc2ccccc2F)c2ccccc21)c1c(F)cccc1F | 0.2% | -0.3% | -0.5% | -1% | 0% | -2% | 18% | 38% | 2%
COc1ccccc1NC(=O)CN1C(=O)CSC(C)C1=O (configuration not stated) | -0.6% | -4.2% | -0.9% | -8% | -6% | 1% | 18% | -18% | -5%
CCCCC(=O)Nc1ccc(C(=O)NCC(=O)OC)cc1 | 0.9% | -4.2% | -0.3% | -7% | 8% | -7% | 1% | -23% | 1%
Cc1ccc(S(=O)(=O)Nc2cccc(-c3ccc(N4CCCCCC4)nn3)c2)c(C)c1 | -0.1% | 3.4% | 1.3% | 14% | -2% | 12% | -18% | -2% | 13%
O=C(CSc1nnnn1-c1ccccc1)Nc1ccccc1 | -0.2% | -3.3% | -1.5% | -9% | 17% | -6% | -41%[20 µM] | -16% | -1%
COc1ccc(OC)c(S(=O)(=O)N2CCC(C(=O)Nc3cc(C)ccc3C)CC2)c1 | -0.1% | 3.5% | -0.6% | -3% | -7% | -4% | -12% | 2% | -4%
COc1cc(C)c(CN2CCC(Oc3ccc(C(=O)N4CCCC4)cc3)CC2)cc1C | -0.1% | -1.3% | 1.9% | 12% | 3% | -3% | 30% | -38% | -2%
Nc1c(S(=O)(=O)c2ccccc2)c2nc3ccccc3nc2n1CCN1CCOCC1 | -0.2% | -1.0% | 0.3% | 5% | 6% | -6% | 13% | 12% | -2%
Cc1cc(C)n(-c2cccc(CN(C)Cc3nc(-c4cnccn4)no3)c2)n1 | -0.1% | . | 0.4% | 14% | 7% | 4% | 1%[20 µM] | -23% | 6%
COC(=O)COc1ccc(-n2cnnn2)cc1 | 1.0% | -2.5% | -1.3% | -4% | 1% | 4% | -3% | -15% | 4%
O=C(O)c1cc(NS(=O)(=O)c2ccc3ccccc3c2)ccc1O | -0.1% | 3.4% | 22% | 12% | 5% | 0% | -46% | -9% | 4%
CCCCNC(=O)CN1C(=O)C(CC)Oc2ccc(Cl)cc21 (configuration not stated) | 0.0% | 0.7% | -1.6% | -2% | 2% | -9% | 24% | -6% | 2%
CCOC(=O)CC1C(=O)NCCN1C(=O)COc1ccc(C(C)(C)C)cc1 (configuration not stated) | 0.0% | 0.7% | 1.6% | -6% | 8% | 7% | -9% | -18% | 1%
CC(=O)N(CN1C(=O)c2ccccc2C1=O)c1ccccc1 | -0.2% | 6.7% | 0.0% | -2% | 9% | 6% | -3% | -9% | 1%
O=C(NCc1ccccc1)C(c1ccccc1)N(C(=O)c1csnn1)C1CCCC1 (configuration not stated) | 0.5% | 0.9% | 0.7% | -4% | -4% | -1% | 32% | -29% | 10%
O=[N+]([O-])c1cccnc1N1CCC(c2cc(-c3ccc(Cl)cc3Cl)n[nH]2)CC1 | -0.1% | -3.0% | -1.9% | -7% | 10% | -5% | 4% | -13% | -1%
COCCCn1c(=O)cc(C)[nH]c1=S | -0.2% | -1.6% | -0.5% | -15% | 1% | -4% | 12% | 2% | -4%
COc1ccc(C(=O)Nc2nc(-c3ccc([N+](=O)[O-])cc3)c(-c3ccc(OC)cc3)s2)cc1 | 0.7% | -12% | 29% | 15% | 1% | 3% | 32% | -8% | 7%
Cc1csc(NC(=O)c2c(-c3c(Cl)cccc3Cl)noc2C)n1 | 0.0% | 3.7% | 2.7% | -7% | 1% | 4% | 14% | 0% | 0%
CC(C)=CC(=O)Nc1ccc(S(=O)(=O)Nc2onc(C)c2C)cc1 | 0.3% | 1.5% | -0.8% | -3% | . | 0% | 0% | 0% | 2%

Nine neighbouring compounds out of the list so far, quoted:
SMILES | GPR55 beta-arrestin | KOR beta-arrestin-1 | HIV fusion peptide | AID2073 | GPR55 antagonists | GPR35 antagonists | KOR beta-arrestin-2 | NOD1 NF-kB reporter | Siah-1 displacement
CN1CCN(S(=O)(=O)c2cccc3nsnc23)CC1 | 0.0% | 3.2% | -1.8% | -1% | 5% | 3% | -12% | -40% | -1%
COc1ccc(-n2nc(C(=O)NCC(=O)NC3CCCC(C)C3C)c3ccccc3c2=O)cc1 (configuration not stated) | -0.2% | -3.4% | 1.4% | 18% | -3% | 4% | -3% | -42% | 0%
Cc1ccc(SCc2cc(=O)[nH]c(Nc3nc(C)c4ccc(C)cc4n3)n2)cc1 | -0.3% | 2.6% | -0.1% | 19% | 14% | 0% | 6% | -10% | 7%
COc1cc(SC#N)ccc1N=Cc1c(C)[nH]n(-c2ccc(C)cc2C)c1=O | -0.4% | -1.5% | -2.3% | -28% | 13% | -6% | -3% | 24% | -3%
Cc1ccc(-n2c(SCC(=O)N3CCCC3)nc3c(c2=O)SCC3)cc1 | 0.5% | -0.3% | 0.4% | -4% | 14% | 0% | -9% | . | 0%
NS(=O)(=O)c1ccc(CCNC(=O)CCCCCNc2nc(=S)[nH]c3ccccc23)cc1 | -0.2% | -0.2% | 3.6% | -13% | 2% | -8% | 23% | -15% | 2%
O=C(c1ccccc1-c1ccccc1)N1CCCC1 | 0.6% | -1.5% | 0.2% | 47% | 6% | -8% | 31% | -22% | 1%
CCOC(=O)c1c(NC(C)=O)sc2c(OC(C)=O)cccc12 | -0.2% | -0.7% | 0.3% | 2% | 2% | 2% | -5% | -16% | 2%
CN(C)c1nnnn1Cc1ccccc1 | -0.1% | -3.2% | -1.1% | 2% | -4% | -2% | -14% | -21% | 0%

(next part)
SMILES | GPR55 beta-arrestin | KOR beta-arrestin-1 | HIV fusion peptide | AID2073 | GPR55 antagonists | GPR35 antagonists | KOR beta-arrestin-2 | NOD1 NF-kB reporter | Siah-1 displacement
COc1ccc(N2CCN(CCNC(=O)c3c(C)cc(=O)oc3C)CC2)cc1 | -0.1% | 0.9% | -1.4% | -9% | 26% | -8% | 33% | 11% | 3%
O=c1c2ccccc2c(-c2ccccc2)nn1Cc1ccc(Cl)cc1 | 0.0% | 1.6% | -1.1% | -4% | 17% | -4% | -6% | 31% | 2%
COc1ccc(NC(=O)CCN2CCN(C/C=C/c3ccccc3)CC2)cc1 | -0.1% | 3.7% | -0.5% | -3% | 8% | 2% | -50%[20 µM] | -11% | -2%
COc1ccc(C(=O)N2CCOCC2)cc1S(=O)(=O)N1CCCc2ccccc21 | -0.5% | 1.0% | -1.2% | -4% | 13% | 7% | -16% | 0% | 0%
COc1ccc(CC2(CO)CCN(Cc3ccc4nsnc4c3)CC2)cc1 | 0.2% | . | -1.8% | 1% | 13% | 7% | -24%[20 µM] | -16% | -10%
COC(=O)c1ccccc1NC(=O)C1CCN(S(=O)(=O)c2cc(OC)ccc2OC)CC1 | -0.2% | 0.5% | -2.6% | 1% | -2% | 3% | -17% | 15% | -2%
COc1cc2c(cc1NC(=O)C(c1ccccc1)c1ccccc1)CCCC2 | 0.3% | 4.0% | -1.1% | -6% | 3% | 1% | 34% | 19% | -5%
COc1ccc(-n2c(=S)[nH]c3cc(C(=O)Nc4cccc(C)c4)ccc3c2=O)cc1 | 1.4% | -0.7% | 0.3% | 5% | -4% | 3% | 10% | -15% | 5%
Cc1ccc(S(=O)(=O)N2CCCCC2)cc1NC(=O)CSc1ncnc2ccccc12 | -0.3% | -1.5% | 0.5% | 33% | 17% | -20% | 44% | 59% | -1%
CCN(CC)S(=O)(=O)c1ccc(NC(=O)Cc2cccs2)cc1 | 0.0% | -2.6% | 6.2% | 44% | 4% | -8% | -4% | -36% | 6%
O=C(CCC1COc2ccccc2O1)Nc1ncccc1O (configuration not stated) | 0.0% | -0.4% | 0.8% | -1% | 12% | -12% | -12% | -20% | 2%
COCC(=O)Nc1ccc(S(=O)(=O)Nc2ncccn2)cc1 | -0.1% | -0.9% | 0.0% | -9% | 15% | 4% | 4% | 3% | -2%
COc1ccc(Cl)cc1N(CC(=O)N1CCCC1)S(=O)(=O)c1ccc(C)cc1 | 0.3% | 0.4% | 1.6% | 6% | 6% | 9% | -12% | -19% | 3%
CC(=O)N1CCN(c2nnc(-c3ccc(C)cc3)c3ccccc23)CC1 | -0.3% | -1.0% | 0.3% | -2% | 8% | -4% | 16% | 7% | -1%
O=C(O)c1cccc(NS(=O)(=O)c2ccc3c(c2)OCCCO3)c1 | 0.0% | -3.7% | 1.5% | 7% | 0% | -11% | 5% | -16% | 9%
C/C(=N/NC(=O)c1cccs1)c1cccs1 | -0.1% | -0.9% | 0.3% | -6% | 8% | -7% | -5% | -7% | 8%

Assay outcomes deposited in PubChem by Sanford-Burnham Center for Chemical Genomics.
